Screens (PubChem BioAssay)
CYP2C9 inh: blocks human cytochrome P450 2C9; inhibition, % at 5 µM; CYP2C9 Supersomes, luciferin-H conversion, luminescence; 96,000 tested, 20% active; AID 777;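 active = blocking of liver enzyme CYP2C9 beyond about 50% at 5 µM, limit read from the data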; also: values of inactives mirror those of a sister screen read the other way
CYP2C19 act: increases human CYP2C19 enzyme activity; 96,000 tested, under 10 active; AID 1025; P33261; activation factor at 5 µM; recombinant CYP2C19, luciferin-H EGE luminescence; stronger effect = higher value; 0 = fully inhibited enzyme, 1 = untreated enzyme;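 active = activation factor of at least 2 at 5 µM in the primary screen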;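 also: 0 = wells with 2.5 mM tranylcypromine and 1 = vehicle-only wells; values of inactives mirror those of a sister screen read the other way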
PostGolgi yeast: growth inhibition of a yeast mutant, post-Golgi transport screen; post-Golgi transport phenotypic cell assay; inhibition, % at 10 µM; 98,000 tested, 0.9% active; AID 739; in the data active = inhibition above about 30%;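 also: yeast cells grown in 1536-well plates; yeast grown about 18 h at 30C before absorbance read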
E coli WT exp: growth inhibitors of E. coli BW25113 wild type; AID 710; 98,000 tested, 0.15% active; growth inhibition, % at 100 µM; OD600 absorbance;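 active = growth inhibition above about 50% at one test dose, limit read from the data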;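 also: growth measured after 20 h incubation at 37 °C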
CYP2C19 inh: blocks human cytochrome P450 2C19; P33261; CYP2C19 Supersomes, luciferin-H EGE luminescence, 30 min; inhibition, % at 5 µM; 96,000 tested, 21% active; AID 778;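 active = CYP2C19 inhibition above a set limit at 5 µM in the primary screen, cut at about 50% in these data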;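 also: plate controls were negative control wells for no effect and 2.5 mM tranylcypromine positive control for full effect; values of inactives mirror those of a sister screen read the other way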
PLAP act: activators of human placental alkaline phosphatase. P05187. purified PLAP enzyme, luminescent substrate read-out; stronger effect = higher value. activation fold at 20 µM. 96,000 tested, 1.2% active; in the data active = activation fold above about 2
PTK2B oligo ant: antagonists of human Pyk2 oligomerization. Q14289. Q293 cells, Pyk2 FERM NanoBiT luminescence; stronger effect = lower value. z-score (the deposit names both 25 µM and 10 µM). 99,000 tested, 0.83% active. AID 1347419;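 active = Z-score of -3 or lower, scaled per plate to the spread of control and sample wells; inactive = z-score above -3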;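 also: negative z-score means lost luminescence so less FERM oligomerization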
EphB4 antag: blocks human EphB4 binding to ephrin-B2; AID 720; 97,000 tested, 0.15% active; P54760; inhibition, % at 7 µM; EphB4 LBD / TNYL-RAW-Alexa532 peptide, fluorescence polarization;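 active = inhibition above the screen-wide mean inhibition plus 3 SD, cut at about 15% in these data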;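 also: 0% = DMSO wells and 100% = excess unlabeled TNYL-RAW peptide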
Target sequence (P54760 whole entry, looked up, the tested form may be a part): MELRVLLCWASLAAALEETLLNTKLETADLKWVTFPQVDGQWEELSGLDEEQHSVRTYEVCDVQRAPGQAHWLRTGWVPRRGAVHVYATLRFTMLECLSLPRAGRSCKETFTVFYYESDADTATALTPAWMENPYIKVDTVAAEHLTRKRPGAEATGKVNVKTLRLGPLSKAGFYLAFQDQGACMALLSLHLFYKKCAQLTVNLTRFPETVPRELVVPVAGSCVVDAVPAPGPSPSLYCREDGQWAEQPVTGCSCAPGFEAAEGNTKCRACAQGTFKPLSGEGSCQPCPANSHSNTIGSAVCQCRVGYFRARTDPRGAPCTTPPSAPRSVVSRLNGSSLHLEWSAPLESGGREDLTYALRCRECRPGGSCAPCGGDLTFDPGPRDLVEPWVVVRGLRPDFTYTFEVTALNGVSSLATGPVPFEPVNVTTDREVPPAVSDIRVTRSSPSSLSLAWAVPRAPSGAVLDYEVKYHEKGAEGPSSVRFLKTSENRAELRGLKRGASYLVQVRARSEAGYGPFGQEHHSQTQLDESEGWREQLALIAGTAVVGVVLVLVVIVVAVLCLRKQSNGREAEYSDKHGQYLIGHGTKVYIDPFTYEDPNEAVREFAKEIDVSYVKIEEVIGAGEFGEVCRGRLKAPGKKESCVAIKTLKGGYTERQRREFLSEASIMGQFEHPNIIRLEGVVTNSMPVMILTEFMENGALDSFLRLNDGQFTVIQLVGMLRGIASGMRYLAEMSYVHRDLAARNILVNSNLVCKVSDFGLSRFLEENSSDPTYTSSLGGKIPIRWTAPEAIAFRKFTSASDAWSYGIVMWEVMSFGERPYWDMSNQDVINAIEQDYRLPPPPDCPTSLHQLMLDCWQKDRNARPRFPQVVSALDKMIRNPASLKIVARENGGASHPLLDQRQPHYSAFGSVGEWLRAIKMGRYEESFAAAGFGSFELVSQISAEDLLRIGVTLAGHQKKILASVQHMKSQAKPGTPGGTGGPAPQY
CYP2C9 activ: CYP2C9 (human) activation | P11712 | recombinant CYP2C9, luciferin-H conversion, luminescence; stronger effect = higher value; factor 1 = untreated enzyme, 0 = blocked | activation factor at 5 µM | 96,000 tested, 1.4% active | AID 1024;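 active = activation factor of 2 or more for CYP2C9 at a 5 µM dose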;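 also: 0 = sulfaphenazole-blocked wells and 1 = vehicle-only wells; values of inactives mirror those of a sister screen read the other way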
Starred values were filed as active, the others as inactive; · = no result given.

compound	CYP2C9 inh	CYP2C19 act	PostGolgi yeast	E coli WT exp	CYP2C19 inh	PLAP act	PTK2B oligo ant	EphB4 antag	CYP2C9 activ
CC1=C(C(N)=O)C(c2ccccc2)n2nc(-c3cccs3)nc2N1 (stereo not drawn)	-25	0.8	5	-7	22	1	·	3	1.2
O=C1C2(CCC13COC(c1ccc(O)cc1)OC3)COC(c1ccc(O)cc1)OC2 (stereo not drawn)	-4	1.1	-4	-7	-9	1	1	0	1
O=c1cc(CO)oc(CN2CCN(CCO)CC2)c1O	14	0.7	-6	36	29	1.4	-0.11	1	0.9
CCOC(=O)C1=C(C)N=C2SC(C)C(=O)N2C1c1ccc(C(=O)OC)cc1 (stereo not drawn)	58*	0.3	-4	-4	73*	1.1	-0.38	5	0.4
CC(C)c1nc(SCC(=O)Nc2ccc3c(c2)OCCO3)c2c(=O)n(C)c(=O)n(C)c2n1	3	1	-1	-2	2	0.8	·	0	1
Cc1cccc(C)c1NC(=O)C1CCCN(CCCc2ccccc2)C1 (stereo not drawn)	-8	0.9	1	7	15	1.9	0.22	5	1.1
CCS(=O)(=O)N1CCC(C(=O)N2CCc3ccccc3C2)CC1	-20	0.4	-5	10	60*	0.9	-0.28	3	1.2
CC(=O)Nc1ccc(NC(=O)CCCCCN2C(=O)c3ccccc3C2=O)cc1	92*	0.6	-1	-7	40	0.9	0.56	-1	0.1
O=C(CCS(=O)(=O)c1ccc(Br)s1)NCc1cccs1	8	0.6	-2	15	39	1	-0.18	1	0.9
CCCCOc1ccc(C(=O)NCc2ccccn2)cc1	11	1	-4	10	0	1.1	-1.2	8	0.9
Cn1nc(OC(=O)Nc2ccccc2)cc1C(F)(F)F	2	1	-3	9	1	1	·	6	1
CC(C)CNC(=O)CN(C1CCCCC1)S(=O)(=O)c1ccccc1	92*	0.4	-1	-2	58*	1.5	-1	-1	0.1
CN(C=C1C(=O)CC(C)(C)CC1=O)CCN1CCNCC1	-17	1.1	-3	-2	-14	1.1	0.29	-3	1.2
O=C(NCc1ccc2c(c1)OCO2)Oc1ccccc1	13	0.3	0	8	74*	0.8	·	0	0.9
CCCN(CCC(=O)Nc1cc(OC)cc(OC)c1)CC1CC1	4	1	2	6	1	1	0.7	3	1
COc1ccc(-n2nnnc2SCC(=O)Nc2ccccc2)cc1	-7	0.5	29	-4	48	0.9	-0.86	6	1.1
CCOC(=O)CNc1c(-c2ccccc2)nc2ccc(Cl)cn12	50	0.4	4	-2	58*	0.9	0.4	-1	0.5
CCCC(NS(=O)(=O)c1ccc(C)cc1)C(=O)O (stereo not drawn)	-2	1	0	-4	-4	0.9	0.42	0	1
CN(C)c1ccc(CNC2C3CC4CC(C3)CC2C4)cc1 (stereo not drawn)	5	0.2	2	5	76*	0.9	-0.79	-7	1
COc1ccc(CC(=O)NC(C)(C)CC(C)=O)cc1OC	-9	1	6	5	2	1.1	-0.06	5	1.1
O=C(N/N=C\c1cccc(Br)c1)c1ccccc1-n1cccc1	66*	0.3	-5	1	73*	0.8	-2	1	0.3
O=C(NC1CCCCC1)n1c(=O)oc2cc(S(=O)(=O)N3CCCCC3)ccc21	-57	0.9	-3	1	7	1.1	-0.3	2	1.6
C/C(=N\OC(=O)c1ccc(F)cc1)c1sc(-c2ccccc2)nc1C	9	0.9	-9	-5	10	1	1.4	-2	0.9
O=C(COc1ccccc1)Nc1cccc2c1CCCC2	-106	0.9	5	-1	11	0.9	1.6	4	2.1*
Cc1ccc(C(N)=O)cc1S(=O)(=O)Nc1cccc(C)c1C	35	0	-2	1	99*	1	-0.62	4	0.7
COC(=O)c1cc(Br)c(=O)n(-c2ccccc2F)c1	-2	0.5	-14	10	51*	1	0.36	-1	1
c1ccc(-c2oc3ncnc(NCCCn4ccnc4)c3c2-c2ccccc2)cc1	99*	0	3	2	98*	1.8	-2.7	-2	0
CCOC(=O)Cc1csc(NC(=O)CSc2nnc(-n3nc(C)cc3C)c3ccccc23)n1	92*	0.2	-1	-5	79*	1.5	0.5	4	0.1
CCOc1ccc(NC(=O)C2CC(=O)N(C)C(=Nc3ccc4c(c3)OCO4)S2)cc1 (stereo not drawn)	-20	1.1	2	-1	-12	1.1	-3	-14	1.2
O=c1cc(-c2ccccc2)nc2nc(CCc3ccccc3)[nH]n12	72*	1.1	1	-13	-12	1	-0.8	4	0.3

Going on with the list.
compound	CYP2C9 inh	CYP2C19 act	PostGolgi yeast	E coli WT exp	CYP2C19 inh	PLAP act	PTK2B oligo ant	EphB4 antag	CYP2C9 activ
CCNC(=S)NN=C1CCC(C(C)(C)C)CC1 (stereo not drawn)	10	1	-5	-3	4	1.1	1	5	0.9
COc1ccc(C(=O)Nc2ccc(Cl)cc2C(=O)NCCO)cc1	32	1	-7	1	-1	1	0.09	2	0.7
O=C(NCc1ccco1)c1cnn2c(C(F)(F)F)cc(-c3cccs3)nc12	51*	0.7	3	-7	34	1.1	-0.66	-6	0.5
COc1ccccc1NC(=O)C(Cc1ccc(Cl)cc1)c1nn[nH]n1 (stereo not drawn)	45	0.7	-4	-3	32	1.1	-0.13	-1	0.5
COc1ccccc1N1CCN(CC(=O)Nc2cccc(F)c2)CC1	18	0.8	-2	2	24	1.2	0.95	-2	0.8
O=C(CCS(=O)(=O)Cc1ccc(Cl)cc1)NCCCN1CCOCC1	-3	0.5	-1	7	45	0.9	0.41	-3	1
COCCN1C(=O)c2ccc(C(=O)O)cc2C1=O	55*	0.9	0	-1	15	1.5	0.14	4	0.5
CCS(=O)(=O)c1ccc2oc(Nc3ccc(C(C)C)cc3)nc2c1	13	1	-8	-6	-5	0.9	-2.4	-2	0.9
CCSc1nnc(NC(=O)Cc2ccc(OC)cc2)s1	35	0.8	1	-3	25	1.1	-0.5	-8	0.6
COc1cc(C)c(CNc2ccc(OC)c(OC)c2)cc1C	48	0	14	19	97*	1.5	·	-2	0.5
Cc1ccc(NC(=O)Cn2c(C)cc(C)c(C#N)c2=O)c(Cl)c1	3	0.9	10	-2	8	0.8	-0.37	1	1
O=C(CCn1c(=O)oc2ccccc21)Nc1nccs1	30	0.7	0	-5	25	1	0.43	-1	0.7
Cn1c(/C(C#N)=C2/CCCCCN2)nc2ccccc21	30	0.5	-1	0	48	1	0.57	·	0.7
COc1ccc(C)cc1S(=O)(=O)N(CC(=O)NCc1ccc(Cl)cc1)Cc1ccccc1	89*	0.3	-11	-19	72*	1.5	-1.6	2	0.1
CCOc1ccc(Cc2c(Cl)nc(SC)nc2OC)cc1	15	0.6	-11	11	39	0.9	-2.5	0	0.9
Cn1c(=O)oc2cc(S(=O)(=O)Nc3ccc4c(c3)OCCO4)ccc21	18	0.7	-3	-2	27	1.1	1.6	4	0.8
CCC1Sc2ccccc2N(CC(=O)NCc2ccccc2OC)C1=O (stereo not drawn)	-37	0.8	-5	0	25	0.9	-2.1	-3	1.4
O=C(NCc1ccco1)c1ccccc1NS(=O)(=O)c1cccs1	72*	0.2	-6	3	81*	1.4	-1.9	0	0.3
COc1ccc(-c2oc3ncn(CCN4CCOCC4)c(=N)c3c2-c2ccc(OC)cc2)cc1	13	0.4	-2	-5	63*	1.5	-1.4	6	0.9
Cc1cc(NC(=O)CSc2cn(CCNC(=O)c3ccc(F)cc3)c3ccccc23)no1	75*	0.4	0	-6	64*	0.8	0.79	2	0.3
O=C(CN1C(=O)c2ccccc2S1(=O)=O)NC1CCCC1	2	0.6	11	6	38	0.9	0.56	-7	1
O=[N+]([O-])c1ccc(-c2ccc(/C=N/c3c(-c4ccco4)nc4ccccn34)o2)c(Cl)c1	-3	1.1	-5	-5	-9	0.7	·	-5	1
Cc1nc(S/C(=C/c2ccc(-c3ccc(Cl)cc3)o2)C(=O)O)n[nH]1	24	1	3	-10	-4	1.9	-0.79	-3	0.8
COC(=O)C1=C(C)NC(=O)NC1c1ccccc1 (stereo not drawn)	·	·	-3	5	·	·	-0.28	3	·
CCOc1ccccc1C(=O)N1CCN=C1SC	5	0.9	6	2	6	1	0.12	9	1
COc1ccccc1N(CC(=O)Nc1cc(C)on1)S(=O)(=O)c1ccc(Cl)cc1	98*	0.1	-3	-5	91*	0.8	-0.77	12	0
Cn1nc(CC(=O)NCCN2C(=O)CSC2=O)c2ccccc2c1=O	-15	0.3	-7	2	70*	1.2	-0.48	-8	1.2
COc1ccc(C)cc1S(=O)(=O)N1CCC(C(=O)NCCC2=CCCCC2)CC1	-212	0.6	-9	-2	36	1.8	0.08	0	3.1*
COc1cc(CNCC(O)c2ccccc2)ccc1OCc1ccc(Cl)nc1 (stereo not drawn)	39	0.6	0	6	42	1.8	1.3	2	0.6
Cc1ccc(NC(=O)CSCC(=O)N2c3ccccc3CCc3ccccc32)cc1	63*	0.5	-4	-27	54*	1	-1.2	-5	0.4

An excerpt from above in order of length of the SMILES, largest number first:
compound	CYP2C9 inh	CYP2C19 act	PostGolgi yeast	E coli WT exp	CYP2C19 inh	PLAP act	PTK2B oligo ant	EphB4 antag	CYP2C9 activ
COc1ccc(-c2oc3ncn(CCN4CCOCC4)c(=N)c3c2-c2ccc(OC)cc2)cc1	13	0.4	-2	-5	63*	1.5	-1.4	6	0.9
O=C(CCn1c(=O)oc2ccccc21)Nc1nccs1	30	0.7	0	-5	25	1	0.43	-1	0.7
CCNC(=S)NN=C1CCC(C(C)(C)C)CC1 (stereo not drawn)	10	1	-5	-3	4	1.1	1	5	0.9

(further entries)
compound	CYP2C9 inh	CYP2C19 act	PostGolgi yeast	E coli WT exp	CYP2C19 inh	PLAP act	PTK2B oligo ant	EphB4 antag	CYP2C9 activ
Cc1oc(C(=O)O)cc1COc1cccc2cccnc12	-16	1	8	-7	0	1.2	0.64	-2	1.2
CCN(CC)S(=O)(=O)c1ccc2oc(C(=O)NC3CCCc4ccccc43)c(C)c2c1 (stereo not drawn)	59*	0.7	6	-3	25	1.8	-0.14	-1	0.4
CCC(C)(C)n1nnnc1C(c1cccs1)N1CCN(Cc2ccccc2)CC1 (stereo not drawn)	43	0.4	-7	-4	62*	1.5	0.51	3	0.6
Cc1nnc(SCC(=O)N(Cc2ccccc2)C(C)C)n1-c1ccccc1	36	0.9	-3	1	9	1	0.45	3	0.6
O=S(=O)(c1ccc(F)cc1)N1CCC(N2CCCC2)CC1	-7	1.2	3	2	-20	1	·	·	1.1
O=C(O)c1ccc(-c2ccccc2Cl)o1	·	·	21	-21	·	·	1.7	-7	·
O=C(CNCC1CCCO1)N1CCN(S(=O)(=O)c2ccc3ccccc3c2)CC1 (stereo not drawn)	-38	0.9	1	2	5	1.6	0.66	1	1.4
COc1ccc(OC)c(NC(=O)Cn2c(-c3ccc(Cl)cc3)noc2=O)c1	33	0.8	0	5	23	1	-0.64	0	0.7
Cc1nn(-c2nc3ccccc3s2)c(N)c1-c1ccccc1	21	0.9	-2	1	11	1.4	-1.5	8	0.8
Cc1ccc2nc(NC(=O)CSc3nc4c(c(=O)n3C)SC(C)C4)sc2c1 (stereo not drawn)	68*	0.5	-1	-15	48	1.1	0.34	-2	0.3
C/C(O)=C\c1nc2ccccc2oc1=O	-14	1.1	5	-1	-12	1	0.2	-7	1.1
Cc1ccc(C)n1-n1cnc2sc3c(c2c1=O)CCC3	4	0.9	-2	1	8	1	0.88	-2	1
O=C(Cn1cnc2c(cnn2-c2ccc(F)cc2)c1=O)OCc1ccccc1	19	0.8	-3	-4	21	0.9	2.8	12	0.8
CCCc1c(C)[nH]c2ccc(NC(C)=O)cc2c1=O	43	0.9	-3	0	6	1	-0.81	14	0.6
OCc1nc2ccccc2n1CC(O)COc1ccccc1 (stereo not drawn)	22	0.6	7	7	45	1.1	-0.11	5	0.8
COC(=O)c1[nH]c2cccc(OC)c2c1NC(=O)CN1CCOCC1	0	1	5	4	-1	1.1	-0.21	0	1
Cn1c(=O)c(C(=O)Nc2cnccn2)c(O)c2ccccc21	-8	1	·	·	-3	1	·	·	1.1
